Dynein cargo inh: dynein cargo transport inhibition; 3617.4 mouse cells, GR-EGFP nuclear translocation imaging; test concentration mostly 20 µM; stimulated with dexamethasone, 1 µM; hits give low values; z-score, hits read low; hit rate 0.47% among 220,000; AID 1381;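 active = plate z-score of nuclear minus cytoplasmic receptor signal below a set negative limit, without overly bright fluorescence or cell loss, cut at about -3.5 in these data, passing the limit was not always enough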;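 note: z-score of nuclear minus cytoplasmic ring GR-EGFP intensity difference per well; some compounds called inactive have numbers as strong as hits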
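Buffer or medium: tet-free medium with charcoal-stripped serum / Also added: dexamethasone agonist, 1.0 µM final, for 30 min / Timing: induction 48 h, compound 1 h, agonist 30 min / Measured by: high-content fluorescence imaging after fixation / Read-out: nuclear-to-cytoplasmic GR-EGFP distribution per well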
bCat nuc transl: modulators of beta-catenin nuclear translocation. HeLa beta-catenin nuclear translocation, immunofluorescence imaging. nuclear translocation activity, % at 5 µM. hit rate 0.3% among 190,000. AID 1665;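 active = nuclear translocation activity above 50% at 5 µM, with a well cell count of 50 or more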;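 note: per-cell ratio of nuclear to cytoplasmic median beta-catenin stain intensity; plate controls were DMSO negative control for no effect and GSK-3 inhibitor IX positive control for full effect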
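test system = HeLa cells, endogenous beta-catenin | dosing = single 5 µM dose plus 0.02–20 µM confirmation series | times = compound treatment 24 h, 37°C, 5% CO2 | technique = beta-catenin immunofluorescence imaging with DAPI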
Yfh1-depleted yeast: enhancers of respiration in Yfh1-depleted yeast, dose response, Friedreich's ataxia, plus single-dose screen (AID 1465). hit rate 0.074% among 220,000. one-dose fold induction at 50 µM; EC50 in µM for titrated hits. S. cerevisiae Yfh1-off respiration, WST-1 reduction, 72 h; higher fold induction means a stronger effect;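 active = fold induction of absorbance versus untreated yeast above a set limit, then at least 30% activation at any dose in follow-up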;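 note: activators that raise dye reduction in frataxin-depleted yeast; strong numbers were not always called active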
Lipid droplet: modulators of hepatic lipid droplet formation | AML12 mouse hepatocytes, oleate lipid droplets, BODIPY imaging | inhibition, % at 6.5 µM | hit rate 0.4% among 240,000;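 active = lipid droplet intensity inhibited by at least 50%, with more than 500 cells counted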
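Test system: AML12 mouse liver cells; schedule: overnight exposure; technique: high-content imaging of BODIPY-stained droplets and DAPI nuclei; read-out: % inhibition of corrected integrated BODIPY droplet signal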
Autophagy HCS: autophagy modulation, high-content screen; MEF GFP-LC3 puncta imaging; test concentration mostly 10 µM; calls only at 10 µM (by protocol); hit rate 0.98% among 190,000; AID 463193;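 active = percentage of spot-positive cells more than 3 SD above its plate mean, without a fluorescence outlier flag or 80% toxicity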;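 note: spot-positive cell cutoff set from DMSO-treated cells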
WT yeast gro inh: growth inhibition of WT yeast, mitochondrial fusion screen | mitochondrial fusion phenotypic screen, WT strain | inhibition, % at 10 µM | hit rate 2.1% among 190,000; in the data active = inhibition above about 58%; tested in S. cerevisiae
HEK293 NOD2/NF-kB: inhibition of NOD2-driven NF-kB reporter – cell-based, luminescence, uHTS, HEK293 (AID 1566); HEK293 NOD2/NF-kB luciferase reporter, luminescence; higher % means a stronger effect; inhibition, % at 4 µM; hits with a dose series show EC50 in µM; hit rate 0.63% among 290,000; in the data active = inhibition above about 50%; note: many of its hits are not listed in these tables
MT stabilize HCS: microtubule stabilization, imaging screen. HeLa tubulin immunostaining HCS, 24 h; share of cells brighter than vehicle mean+2SD. % tubulin-high responders, % at 10 µM. hit rate 0.83% among 200,000. AID 2205;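 active = plate Z-score above 3 for both tubulin-high and condensed-nucleus cell shares, with cell loss under 80%, at 10 µM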;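 note: anti alpha tubulin signal scored within the nucleus-defined area of each cell; some results filed as inactive read as strong as hits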
Ins promoter up: MIN6 insulin promoter up-regulation; hit rate 0.3% among 190,000; MIN6 insulin promoter-GFP reporter, high-content imaging; hits give high values; z-score at 5 µM;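 active = z-score above 3 at 5 µM with at least 500 cells counted in the well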
WT yeast gro inh mutant strain: further read-out of WT yeast gro inh, marked with its call; inhibition, %; mitochondrial fusion phenotypic screen, mutant strain inhibition
Dynein cargo inh cytoplasmic EGFP: second read-out of Dynein cargo inh, no call of its own (marks repeat the call); z-score; measured here: cytoplasmic GR-EGFP intensity; hits give high values
Dynein cargo inh nuclear GR-EGFP: also measured in Dynein cargo inh; calls as there; z-score; measured here: nuclear GR-EGFP intensity;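 lower value marks the stronger effect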
Dynein cargo inh cell count: also measured in Dynein cargo inh; calls as there; z-score; measured here: cell count per field
Ins promoter up cell count: recorded beside Ins promoter up, whose call it bears; cell count; measured here: cytotoxicity, nuclei count;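 total cells summed across four imaged fields per well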
Lipid droplet cells 6.5 µM: second read-out of Lipid droplet, no call of its own (marks repeat the call); cell count; measured here: cell count, cytotoxicity flag;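 cells counted across two imaged fields per well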
bCat nuc transl cell count 5 µM: second read-out of bCat nuc transl, no call of its own (marks repeat the call); cell count; measured here: cell count, cytotoxicity flag
MT stabilize HCS Hoechst-high %: second read-out of MT stabilize HCS, no call of its own (marks repeat the call); % Hoechst-high responders; measured here: nuclear condensation Hoechst responders;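 share of cells brighter than vehicle mean plus two SD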
MT stabilize HCS cytotoxicity %: also measured in MT stabilize HCS; calls as there; toxicity, %; measured here: cytotoxicity by cell density;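 0% = mean cell density of plate MIN control wells and 100% = no cells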
Autophagy HCS cell loss 18 h: recorded beside Autophagy HCS, whose call it bears; toxicity, %; measured here: cell loss, nuclei count;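 cell loss after 18 h compound exposure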
Numbers without * were called inactive; i = inactive; . = not tested or not shown. This is a subset; the hit share may differ from the screen's.

The opening 3 compounds as a preview:
SMILES	Dynein cargo inh	Dynein cargo inh cytoplasmic EGFP	Dynein cargo inh nuclear GR-EGFP	Dynein cargo inh cell count	bCat nuc transl	bCat nuc transl cell count 5 µM	Yfh1-depleted yeast	Lipid droplet	Lipid droplet cells 6.5 µM	Autophagy HCS	Autophagy HCS cell loss 18 h	WT yeast gro inh	WT yeast gro inh mutant strain	HEK293 NOD2/NF-kB	MT stabilize HCS	MT stabilize HCS Hoechst-high %	MT stabilize HCS cytotoxicity %	Ins promoter up	Ins promoter up cell count
CC(=O)c1ccc(OCc2ccc(C(=O)c3ccccc3)cc2)cc1	-0.27	-0.026	0.47	0.01	0.3	1429	i	.	.	i	21	23	15	18%	2.5	3.8	6.7	-0.8	1085
CCc1nnc(NC(=O)c2ccc(S(=O)(=O)NC3CCCCC3)cc2)s1	-0.59	-0.26	-0.43	0.49	1.4	961	i	-2	724	i	5	9	15	30%	6.0	2.5	5.2	-0.56	1301
COC(=O)c1ccc(NC(=O)CCOc2ccccc2)cc1	1.4	0.0011	0.67	-1.8	-0.2	1402	i	-1	707	i	-10	15	-30	-7%	3.2	2.9	7.7	.	.

Results, from the start:
SMILES	Dynein cargo inh	Dynein cargo inh cytoplasmic EGFP	Dynein cargo inh nuclear GR-EGFP	Dynein cargo inh cell count	bCat nuc transl	bCat nuc transl cell count 5 µM	Yfh1-depleted yeast	Lipid droplet	Lipid droplet cells 6.5 µM	Autophagy HCS	Autophagy HCS cell loss 18 h	WT yeast gro inh	WT yeast gro inh mutant strain	HEK293 NOD2/NF-kB	MT stabilize HCS	MT stabilize HCS Hoechst-high %	MT stabilize HCS cytotoxicity %	Ins promoter up	Ins promoter up cell count
CC(=O)c1ccc(OCc2ccc(C(=O)c3ccccc3)cc2)cc1	-0.27	-0.026	0.47	0.01	0.3	1429	i	.	.	i	21	23	15	18%	2.5	3.8	6.7	-0.8	1085
CCc1nnc(NC(=O)c2ccc(S(=O)(=O)NC3CCCCC3)cc2)s1	-0.59	-0.26	-0.43	0.49	1.4	961	i	-2	724	i	5	9	15	30%	6.0	2.5	5.2	-0.56	1301
COC(=O)c1ccc(NC(=O)CCOc2ccccc2)cc1	1.4	0.0011	0.67	-1.8	-0.2	1402	i	-1	707	i	-10	15	-30	-7%	3.2	2.9	7.7	.	.
CCOC(=O)N1CCN(C(=O)CCCn2c(=S)[nH]c3ccc(Br)cc3c2=O)CC1	-0.61	-0.095	-0.51	0.66	2.8	1192	i	-15	782	i	-30	15	1	0%	3.2	1.7	8.0	-1.2	869
CCc1ccc(-c2cc(C(=O)N/N=C/c3c[nH]c4ccccc34)[nH]n2)cc1	-0.37	-0.017	-0.13	-0.8	24	621	i	2	629	i	13	-10	-8	-8%	25	54	59	-0.92	935
CCOC(=O)c1cnc(SC2CC(=O)N(c3ccc(C)cc3)C2=O)nc1N (stereo not drawn)	0.11	-0.19	0.32	1	0.8	1190	i	5	762	i	-7	-3	15	19%	1.6	0.8	6.2	-1.3	1223
O=C(CCC(=O)OCc1ccc(C(=O)Oc2ccccc2)cc1)Nc1cccc2ccccc12	0.0033	-0.23	-0.29	-0.11	.	.	i	.	.	i	0	15	12	25%	0.9	0.8	7.1	.	.
COc1ccc(S(=O)(=O)N(CCCN2CCCC2=O)Cc2cc3c(C)ccc(C)c3[nH]c2=O)cc1	-0.51	-0.23	-0.089	0.16	-2.7	1047	i	-9	601	i	3	-5	4	12%	1.5	1.3	8.4	-4.3	611
Cc1ccc(NC(=O)c2nnn(CC(=O)Nc3ccccc3)c2N)cc1C	0.32	-0.34	0.18	0.16	1.0	956	i	0	718	i	2	11	0	-19%	4.5	3.9	8.9	-0.08	1288
COc1ccc(Cl)cc1NC(=O)CNc1ccccc1N1CCOCC1	-0.92	-0.27	-0.52	1	-0.6	1130	i	8	705	i	-2	-5	-6	19%	3.2	1.4	7.3	0.24	1232
CC1OC(Nc2cccc3ccccc23)C(O)C(O)C1O (stereo not drawn)	-0.13	-0.34	-0.29	0.2	-1.4	1188	i	.	.	i	11	3	-2	1%	4.6	3.6	7.0	0.19	1054
NC(=O)c1ccccc1NC(=O)NC1CCCCC1	-1.1	-0.12	-0.38	0.64	0.9	545	i	8	776	i	-8	-7	-10	13%	1.6	1.4	6.6	.	.
Cc1nnc(NCCO)c2ccccc12	-0.81	0.0041	-0.19	0.28	.	.	i	13	793	i	28	-11	-8	24%	1.5	1.3	2.4	0.42	970
Cc1ccc(S(=O)(=O)Nc2ccc(Cl)cc2C(=O)c2ccc(F)cc2)cc1	-0.074	-0.15	0.068	-0.051	-1.9	1067	i	-1	561	i	8	51	-8	7%	4.6	2.1	5.2	-0.39	1494
CCCCC1=CC2=C(c3ccco3)C(=O)C(C)(OC(=O)c3ccc(OC)cc3)C(=O)C2=CN1CC(C)C (stereo not drawn)	-1.3	-0.71	-0.41	0.29	0.9	946	i	1	668	.	.	.	.	-21%	.	.	.	4.3*	610*
CCOC(=O)c1c(C)c(C(=O)NCc2ccc3c(c2)OCO3)c(C)n1CC	-0.4	-0.11	0.67	0.14	-4.0	565	i	20	738	i	-1	-8	-6	15%	3.9	1.5	2.4	0.13	1162
CCOc1ccc(NC(=O)c2ccccc2OC)cc1	0.29	-0.15	0.11	-0.24	-6.2	1032	.	.	.	i	-14	14	-1	-35%	3.0	3.3	12	0.22	1370
O=C(NNc1ccccc1F)c1ccccc1	-1.1	-0.27	-0.72	1.7	-0.8	1328	i	.	.	.	.	.	.	-37%	.	.	.	0.94	1471
c1ccc(-c2noc(COc3ccc4c(c3)OCO4)n2)cc1	-0.02	-0.21	-0.029	0.24	3.1	1149	i	4	767	i	-1	14	-2	-156%	1.1	1.8	5.3	-0.34	1202
O=C(COC(=O)c1ccncc1)Nc1cc(Cl)ccc1Cl	1.6	0.013	0.78	-0.97	-1.6	1255	i	-1	718	i	12	2	3	0%	1.8	1.8	8.0	-0.01	892
O=C(NC1CC1)C1=C[C@@H](C2CCCCC2)C[C@@H](OCCCCO)O1	0.35	-0.25	0.46	0.12	2.4	1130	i	5	705	i	-9	30	13	-3%	1.5	1.6	5.0	0.56	1431
Cc1ccccc1S(=O)(=O)Nc1nc2ccccc2nc1N1CCOCC1	0.66	-0.21	0.58	-0.079	-7.4	1176	i	8	787	i	2	5	7	11%	2.6	1.7	4.7	1.3	1278
CC(=O)C1=C(O)C(=O)N(c2ccc(C)cc2)C1c1ccc([N+](=O)[O-])cc1 (stereo not drawn)	0.75	-0.33	0.62	-0.4	-0.5	1516	i	-1	619	i	-11	-15	6	-6%	3.5	4.5	8.9	-0.02	1340
O=c1c2ccccc2nnn1CSc1nnnn1-c1ccc(O)cc1	-0.16	-0.3	0.25	-0.26	-1.6	1095	i	-8	661	i	1	-6	9	7%	4.9	2.5	8.1	0.02	1207
O=C(N/N=C/c1c[nH]c2ccc(Br)cc12)c1ccccn1	-0.42	-0.27	-0.26	1.1	-0.9	1059	i	-6	678	i	-2	-9	-5	1%	3.4	3.3	8.5	0.49	1244
CCOC(=O)c1oc2ccccc2c1NC(=O)Cc1cccs1	1.8	-0.37	1	-0.6	2.0	1352	i	.	.	i	54	-2	4	-26%	7.4	1.9	17	-0.16	1736
CC1(C)Cc2ccccc2C(NNC(=O)c2ccncc2)=N1	-0.35	-0.23	-0.036	-0.31	-0.7	1370	i	.	.	i	1	10	-10	12%	1.7	1.7	4.9	-0.68	1617
COc1ccc(CO/N=C/c2c(C)[nH]c(=O)[nH]c2=O)cc1	-0.52	-0.23	-0.66	0.72	1.5	1312	i	.	.	i	3	4	16	19%	1.0	1.8	9.5	-0.9	1651
Cc1nn(CC(=O)O)c(=O)c2ccccc12	-0.61	0.72	-0.073	0.42	-3.0	1090	i	-8	793	i	-7	22	11	-2%	2.3	1.2	5.8	0.19	831
OC(Cn1nnc2ccccc21)Cn1c(C(F)(F)F)nc2ccccc21 (stereo not drawn)	0.29	-0.019	0.53	-0.75	-3.5	815	i	.	.	i	-52	-41	-35	-6%	6.1	2.5	2.3	0.02	1676
COCCN=C1NN=C(c2ccc(C)c([N+](=O)[O-])c2)CS1	-0.77	-0.079	-0.28	-0.35	-1.8	1111	i	7	734	i	3	-7	-4	-15%	2.6	2.2	6.3	0.28	1492
COC(=O)c1ccc(C2C(Oc3ccc(OC)cc3)C(=O)N2CCc2ccc(F)cc2)cc1 (stereo not drawn)	0.14	-0.2	-0.19	0.16	0.3	1375	i	.	.	i	1	8	-12	4%	1.5	1.1	4.8	-0.37	1373
CN(C)S(=O)(=O)c1ccc(N2CCCC2)c(C(=O)NCc2ccc(Cl)cc2)c1	0.77	0.087	0.92	-0.31	-4.1	1171	.	8	802	i	28	8	7	-19%	2.8	1.2	7.8	-0.15	1016
O=S(=O)(c1cccc(-c2cn3cccnc3n2)c1)N1CCOCC1	0.0058	-0.18	0.5	-0.21	-5.3	1018	i	.	.	i	-6	-11	8	7%	6.1	2.2	9.4	-0.32	1281
CCn1c(=O)c(=O)[nH]c2cc(C(=O)NC3CCCc4ccccc43)ccc21 (stereo not drawn)	-0.68	-0.14	0.1	0.66	-3.5	1219	i	2	770	i	2	-6	-4	18%	29*	45*	31*	0.64	1269
Cc1cc(C)nc(NNC(=O)c2ccccc2O)n1	-0.58	-0.16	-0.32	0.34	0.3	1524	i	-1	691	i	-11	-3	-8	9%	1.3	1.0	1.0	0.31	1487
